Hsp90 Hop PPI = changes Hsp90-Hop TPR2A binding signal, up or down. AlphaScreen TPR2A-His6 binding biotin-Hsp90 C-terminal peptide. Potency, µM (doses to about 57 µM), for inactives: top-dose activity change, negative = inhibition. 71,000 tested, 0.44% active; active = well fitted curve in either direction with a large enough effect; inconclusive = small, poorly fitted or top-dose-only effect, or another doubt; note: potency is the fitted concentration of half-maximal effect; % is set by controls: 0 for no effect and ±100 for the full control effect; many of its hits are not listed in these tables
CRE-bla Fsk = alters forskolin-stimulated CRE reporter signaling in CHO cells. 71,000 tested, 2.5% active. CHO CRE-bla reporter (cAMP response element driving beta-lactamase), forskolin EC10, beta-lactamase ratio. Potency, µM (doses to about 38.2 µM), without a hit: at the top dose activity change, negative = inhibition, most hits filed as activators; active = well fitted activation curve with a large enough effect in the signal ratio, with a control signal flat, not every such curve was filed as active; inconclusive = small, poorly fitted or top-dose-only effect, or effect the other way, or a change in a side signal; the % refers to the signal ratio; note: potency is the fitted concentration of half-maximal effect; % of control where 0% means no effect
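Using CellSensor CRE-bla CHO cells in Opti-MEM with 0.5% dialyzed FBS, compounds were titrated with EC10 NKH 477 for 3 h at 37 °C. CCF4 ratio (460/530 nm) gave %Activity; AC50 derived.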
4-MU autofl = 4-MU region autofluorescence. compound autofluorescence, 340/450 nm, 4-MU equivalents; hits give high values. max dye-equivalent concentration, M. 59,000 tested, 11% active. AID 589; in the data active = max dye-equivalent concentration above about 10 nM; inconclusive = mostly about 1.1 nM to 9.6 nM
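Compounds in 100 mM Tris, pH 8.0, incubated 15 min at room temperature, then fluorescence read at 340 nm excitation/450 nm emission. Signal converted to 4-MU dye-equivalent concentration using an on-plate six-point 4-MU standard curve.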
HBB splicing = alters splicing of the hemoglobin beta chain; 65,000 tested, 0.06% active; HBB splicing reporter cell assay, activation; EGFP reporter with mutant IVS2-654 intron; response scale: normalised to 500 nM splice-correcting PNA; AID 925; Potency, µM (series often up to 46.1 µM), for inactives: top-dose activation, actives largely listed as activators; note: potency is the fitted concentration of half-maximal effect; 0% is about no effect
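HeLa cells stably expressing EGFP interrupted by mutant beta-globin intron 2 (IVS2-654), 500/well in 2% FCS. Treated with compound for 2 days at 37C. Splicing correction scored as total well GFP intensity (488 nm excitation, 500-520 nm emission); 500 nM antisense PNA served as control.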
A350 fluor = compounds fluorescent in Alexa 350 spectral region. Compound autofluorescence, 340/450 nm, Alexa 350 dye-equivalents; hits give high values. 59,000 tested, 11% active. max dye-equivalent concentration, M; in the data active = max dye-equivalent concentration above about 10 nM; inconclusive = mostly about 1.1 nM to 9.6 nM
Fluorescein autfl = compound autofluorescence in fluorescein spectral region; Compound autofluorescence, 480/540 nm, fluorescein-equivalent; hits give high values; max fluorescein-equivalent concentration, M; 59,000 tested, 0.91% active; AID 593; in the data active = max fluorescein-equivalent concentration above about 10 nM; inconclusive = between about 1.1 nM and that limit
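Compounds (23 nL) in 100 mM Tris pH 8.0, 15 min at room temperature, then fluorescence read at 480 nm excitation/540 nm emission. Signal converted to fluorescein-equivalent concentration from an on-plate fluorescein standard curve.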
Texas Red fluor = Texas Red region autofluorescence. Compound fluorescence, Texas Red channel, 547/618 nm; hits give high values. max dye-equivalent concentration, M. AID 587. 59,000 tested, 0.06% active; in the data active = max dye-equivalent concentration above about 10 nM; inconclusive = between about 1.1 nM and that limit
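Dye-equivalent concentrations come from scaling compound signal (ex 547, em 618 nm) to six Texas Red standard concentrations run on every plate, after 15 min room-temperature incubation in pH 8.0 Tris (100 mM).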
FLuc inh = inhibitors of firefly luciferase; P08659; purified firefly luciferase, luminescence, 8 min; Potency, µM (top dose mostly 57.1 µM), inactives show at the highest dose activity change, negative = inhibition, most hits filed as inhibitors; 72,000 tested, 2.2% active; note: potency is the fitted concentration of half-maximal effect; % is set by controls: 0 for no effect and ±100 for the full control effect; nearly all actives have a fitted effect of over 40% in size
Target sequence (P08659 whole entry, looked up): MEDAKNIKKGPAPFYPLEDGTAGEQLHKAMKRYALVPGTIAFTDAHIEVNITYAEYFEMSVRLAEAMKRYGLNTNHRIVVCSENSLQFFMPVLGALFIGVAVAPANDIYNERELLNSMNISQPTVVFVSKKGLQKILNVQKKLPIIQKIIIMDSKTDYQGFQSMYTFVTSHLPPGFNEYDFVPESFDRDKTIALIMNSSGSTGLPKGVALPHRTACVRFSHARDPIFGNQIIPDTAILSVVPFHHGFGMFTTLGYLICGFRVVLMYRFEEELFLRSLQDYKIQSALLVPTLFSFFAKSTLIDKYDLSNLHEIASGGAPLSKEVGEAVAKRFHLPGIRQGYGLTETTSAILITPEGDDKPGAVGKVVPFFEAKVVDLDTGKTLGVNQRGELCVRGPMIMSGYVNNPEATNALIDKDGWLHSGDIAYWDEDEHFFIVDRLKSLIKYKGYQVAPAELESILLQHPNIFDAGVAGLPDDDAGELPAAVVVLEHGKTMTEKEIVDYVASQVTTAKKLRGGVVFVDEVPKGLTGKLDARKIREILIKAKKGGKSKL
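Compounds were tested as concentration series (qHTS) against purified P. pyralis luciferase with luciferin and 10 uM ATP in 50 mM imidazole pH 7.2, 50 mM KCl, 7 mM MgCl2, 0.01% Tween 20, 0.05% BSA. Luminescence was read after 8 min at ambient temperature.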
Epigenetic mod = epigenetic modulators derepressing GFP locus in mouse cells; mouse C127i GFP locus derepression, cytometry, 30 h; AID 597; Potency, µM (series often up to 46.1 µM), without a hit: top-dose GFP derepression (activation); 68,000 tested, 0.09% active; note: % of control where 0% means no effect
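Locus derepression in mouse mammary C127i cells whose integrated CMV-GFP reporter is normally silent; GFP expression after 30 h compound treatment was quantified by counting fluorescent cells.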
Ub-GFP proteasome = proteasome inhibitors stabilizing ubiquitin-GFP reporter; Ubiquitin-GFP reporter cells, proteasome inhibition, GFP fluorescence; response scale: untreated = 0%, 10 µM MG-132 = 100%; Potency, µM (doses to about 45.9 µM), for inactives: top-dose activation (GFP accumulation), hits mostly activators; 67,000 tested, under 10 active; AID 526; active = well fitted activation curve with a large enough effect, not every such curve was filed as active; inconclusive = small, poorly fitted or top-dose-only effect, or another doubt; inactive = no such curve, though single readings can be large or run the other way; note: potency is the fitted concentration of half-maximal effect
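Proteasome blockade was scored as a rise in GFP-expressing U2OS cells carrying a ubiquitin(G76V)-GFP construct, imaged after 4 hr compound treatment at 37 °C across a 46 uM–2.9 nM series.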
ERK AVP inh = blocks ERK signaling stimulated by vasopressin | HEK293-V1b, vasopressin-stimulated pERK AlphaScreen | Potency, µM (titrated, usually from 57.5 µM), inactives show at the top dose activity, negative = inhibition, most hits filed as inhibitors | 72,000 tested, 0.99% active | AID 995; note: potency is the fitted concentration of half-maximal effect; % is set by controls: 0 for no effect and ±100 for the full control effect; nearly all actives have a fitted effect of over 55% in size
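V1b-HEK293 cells; cpd 30 min 37C; 25 nM vasopressin 5 min; lyse 10 min; AlphaScreen beads 5 hr RT. Normalized to DMSO basal and 25 nM vasopressin; AC50 by Hill fit.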
An asterisk follows results filed as active; i = inactive; ? = inconclusive; · = not tested or not shown; [ ] = dose if it differs, or a comment. Unless noted, calls come from the whole dose curve; as a rule, active = well fitted curve in the direction sought with a large enough effect; inconclusive = small, poorly fitted or top-dose-only effect, or another doubt; inactive = no such curve, though single readings can be large; an effect the other way counts as inactive or inconclusive. The list is partial; the hit share may differ from the screen's.

nr | SMILES | Hsp90 Hop PPI | Fluorescein autfl | Ub-GFP proteasome | 4-MU autofl | FLuc inh | Epigenetic mod
1 | Cc1cc2nc(SC(C)C(=O)O)[nH]c2cc1C (stereo unspecified) | 2% | ? | -3% | i | 10µM* | -2%
2 | O=C(c1cccc(Cl)c1)N(Cc1cccs1)C1CCS(=O)(=O)C1 (stereo unspecified) | -1% | i | -9% | i | 1% | 0%
3 | N#CCC(=O)N1CCn2c1nc1ccccc12 | -2% | ? | -3% | ? | -35% | 2%
4 | COc1cc2[nH]c(=S)n(NC(=O)CC(C)C)c(=O)c2cc1OC | -1% | ? | 2% | i | -2% | 6%
5 | O=C(NCCN1CCOCC1)c1noc2c1CCc1ccccc1-2 | -10% | i | -4% | i | -4% | 1%
6 | CC(C)(C)OC(=O)N1CCC[C@@H]1C(=O)N1CCC(C(=O)O)CC1 | 1% | i | -10% | i | 0% | -2%
7 | Cc1ccc(N)cc1CN1CCCC1=O | -2% | ? | · | i | 0% | -2%
8 | O=C(OCC(=O)N1CCN(C(=O)c2ccco2)CC1)C1=COCCO1 | -3% | i | -5% | i | -1% | 0%

nr | HBB splicing | A350 fluor | ERK AVP inh | Texas Red fluor | CRE-bla Fsk
1 | 0.4% | i | -7% | i | ?
2 | 4.5%[57.5 µM] | i | -8% | ? | 3%
3 | 0.2% | ? | -7% | i | ?
4 | -1.9% | i | -10% | ? | 1%
5 | 1.8% | i | 27% | i | -8%
6 | 3.3%[1.84 µM] | i | -4% | i | 11%
7 | 6.4%[0.369 µM] | i | ? | i | 1%
8 | 2.5% | i | 10% | i | ?

nr | SMILES | Hsp90 Hop PPI | Fluorescein autfl | Ub-GFP proteasome | 4-MU autofl | FLuc inh | Epigenetic mod
9 | CCOc1ccc(-n2c(COc3ccccc3)nnc2SCC(N)=O)cc1 | -3% | ? | 0% | i | 3% | 0%
10 | Clc1ccc(NC2=NCCC2)cc1Cl | -4% | i | 4% | i | 0% | 6%
11 | CCc1c(O)c2c(c(O)c1C(C)=O)C(=O)c1c(cc(O)c(C(=O)O)c1C(=O)O)C2=O | -20%[11 µM] | ? | -3%[9.17 µM] | i | -14%[11.4 µM] | 2%[9.22 µM]
12 | O=C(NC1(C(F)(F)F)C(=O)Nc2c1c(=O)[nH]c(=O)n2-c1ccccc1)c1cccnc1 (stereo unspecified) | · | ? | · | i | 1%[25.5 µM] | -4%[20.6 µM]
13 | COc1cccc(NC(=O)c2ccccc2-c2nc(-c3ccc(F)cc3)no2)c1 | -3% | ? | 1% | i | 1% | 3%
14 | Cc1ccc(OCCC(=O)OCC(=O)Nc2ccc(Cl)cn2)cc1 | -2% | ? | -6% | 1.9e-08M* | 1% | -3%
15 | CCn1c(Cc2ccccc2)nnc1SCC(=O)Nc1nc(C)c(C)s1 | 51% | i | -5% | i | 1% | -2%
16 | Cn1c(=O)oc2cc(S(=O)(=O)NCCC(=O)NC3CCCc4ccccc43)ccc21 (stereo unspecified) | -15% | ? | -9% | i | -1% | -4%

nr | HBB splicing | A350 fluor | ERK AVP inh | Texas Red fluor | CRE-bla Fsk
9 | -1.1% | i | 4% | ? | ?
10 | 0.1% | i | 0% | ? | 1%
11 | 1.6%[9.22 µM] | i | -4%[11.5 µM] | i | 0%[7.6 µM]
12 | · | i | · | i | ·
13 | 6.3% | i | -2% | i | 13%
14 | -0.2%[57.5 µM] | 1.8e-08M* | 0% | i | -6%
15 | · | i | 14% | i | -2%
16 | -1.2% | i | 16% | ? | -12%

nr | SMILES | Hsp90 Hop PPI | Fluorescein autfl | Ub-GFP proteasome | 4-MU autofl | FLuc inh | Epigenetic mod
17 | COc1ccc(-c2noc(-c3ccccc3C(=O)Nc3cccnc3)n2)cc1 | -1% | i | 0% | i | ? | -2%
18 | O=C(c1ccco1)N1CCN(C(c2ccccn2)c2nnnn2C2CCCC2)CC1 (stereo unspecified) | -5% | i | -4% | i | 2% | -1%
19 | c1csc(-c2nc3nc4ccccc4nc3n2Cc2ccc3c(c2)OCO3)c1 | 29% | i | -7% | 1.2e-07M* | -9% | -6%
20 | CCCC(=O)Nc1cccc(C(=O)Nc2nccs2)c1 | 1% | · | 0% | · | -3% | -2%
21 | CN1CCN(CC(=O)Nc2sc3c(c2C#N)CCC(C(C)(C)C)C3)CC1 (stereo unspecified) | -1% | ? | -8% | i | 2% | 0%
22 | COc1cccc2cc(C(C)=O)c(=O)oc12 | -6% | i | 7% | i | -1% | 0%
23 | NC(=O)c1c(-c2ccccc2)oc2ccc(O)cc12 | -5% | i | -10% | i | -2% | 0%
24 | CCn1cc(C(=O)Nc2ccc(NC(=O)c3ccco3)cc2)c(=O)c2ccc(C)nc21 | 0% | i | -9% | i | 1% | -2%

nr | HBB splicing | A350 fluor | ERK AVP inh | Texas Red fluor | CRE-bla Fsk
17 | 1.6%[1.84 µM] | i | -16% | i | ?
18 | 0.0%[57.5 µM] | i | 6% | ? | -7%
19 | 1.4%[1.84 µM] | 3.6e-08M* | 16% | i | 10µM*
20 | -0.6%[9.22 µM] | · | 7% | · | 6%
21 | 0.0% | i | -8% | i | 2%
22 | -0.2% | i | -8% | i | -22%
23 | -0.6% | ? | -25% | ? | ?
24 | -0.7% | i | 3% | i | 27%

nr | SMILES | Hsp90 Hop PPI | Fluorescein autfl | Ub-GFP proteasome | 4-MU autofl | FLuc inh | Epigenetic mod
25 | COc1ccccc1S(=O)(=O)Cc1ccc(C(=O)N2CCN(c3ccccn3)CC2)o1 | -2%[2.3 µM] | · | -3% | · | 2% | ·
26 | COC(=O)c1cc(OC)c(OC)cc1NC(=O)CCCCCN1C(=O)CCC1=O | -4% | i | -5% | i | 1% | 6%
27 | CC(C)CC(c1nnnn1C(C)(C)C)N1CCN(C2CCCC2)CC1 (stereo unspecified) | -1% | i | -3% | i | 2% | 5%
28 | O=C(c1ccc(-c2ccccc2)cc1)N1CCN(c2ncccn2)CC1 | 3% | ? | -5% | i | 1% | -1%
29 | CCCc1ccc(C(C)NC(=O)c2cnccn2)cc1 (stereo unspecified) | 3% | ? | 4% | ? | 1% | 1%
30 | Cn1c(=O)oc2cc(S(=O)(=O)N3CCCC3)ccc21 | -1% | · | -3% | · | 3% | ·
31 | O=S(=O)(Nc1nc(CN2CCOCC2)nc2sc3c(c12)CCCC3)c1cc(F)ccc1F | -2% | ? | 0% | 1.9e-08M* | 2% | -1%
32 | CC(NC(=O)CC(O)(C(F)(F)F)C(F)(F)F)c1ccccc1 (stereo unspecified) | 1% | ? | 1% | i | 2% | 0%

nr | HBB splicing | A350 fluor | ERK AVP inh | Texas Red fluor | CRE-bla Fsk
25 | -0.8% | · | -2% | · | 4%
26 | -0.8% | ? | -23% | i | ?
27 | · | i | 0% | i | -2%
28 | 0.0%[57.5 µM] | i | 4% | i | ?
29 | 3.7% | ? | 8% | ? | ?
30 | 0.2% | · | · | · | 0%
31 | 3.8% | 2e-08M* | -19% | i | ?
32 | -0.6% | i | -3% | i | -2%

nr | SMILES | Hsp90 Hop PPI | Fluorescein autfl | Ub-GFP proteasome | 4-MU autofl | FLuc inh | Epigenetic mod
33 | O=C(c1cncc(Br)c1)N1CCCc2ccccc21 | · | i | · | i | 1%[25.5 µM] | 0%[20.6 µM]
34 | COc1ccccc1N1CCN(C(=O)Cc2cccs2)CC1 | ? | · | ? | · | -1% | 0%
35 | Cn1c(Cc2ccccc2)nnc1SCC(=O)Nc1ccc2c(c1)OCCO2 | -6% | ? | 3% | i | -2% | 0%
36 | Cc1cccc(C)c1NC(=O)CSc1nnc(Cn2nnc(-c3ccccc3)n2)n1-c1ccccc1 | -2% | i | -4% | i | -1% | 2%

nr | HBB splicing | A350 fluor | ERK AVP inh | Texas Red fluor | CRE-bla Fsk
33 | · | i | · | i | ·
34 | 1.2%[0.0738 µM] | · | 12% | · | ?
35 | -1.5% | i | -5% | ? | -5%
36 | · | i | -5% | ? | 2%

A draw from above in order of formula weight, rising:
nr | SMILES | Hsp90 Hop PPI | Fluorescein autfl | Ub-GFP proteasome | 4-MU autofl | FLuc inh | Epigenetic mod
3 | N#CCC(=O)N1CCn2c1nc1ccccc12 | -2% | ? | -3% | ? | -35% | 2%
30 | Cn1c(=O)oc2cc(S(=O)(=O)N3CCCC3)ccc21 | -1% | · | -3% | · | 3% | ·
34 | COc1ccccc1N1CCN(C(=O)Cc2cccs2)CC1 | ? | · | ? | · | -1% | 0%
27 | CC(C)CC(c1nnnn1C(C)(C)C)N1CCN(C2CCCC2)CC1 (stereo unspecified) | -1% | i | -3% | i | 2% | 5%
2 | O=C(c1cccc(Cl)c1)N(Cc1cccs1)C1CCS(=O)(=O)C1 (stereo unspecified) | -1% | i | -9% | i | 1% | 0%

nr | HBB splicing | A350 fluor | ERK AVP inh | Texas Red fluor | CRE-bla Fsk
3 | 0.2% | ? | -7% | i | ?
30 | 0.2% | · | · | · | 0%
34 | 1.2%[0.0738 µM] | · | 12% | · | ?
27 | · | i | 0% | i | -2%
2 | 4.5%[57.5 µM] | i | -8% | ? | 3%
